Assay outcomes deposited in PubChem BioAssay by National Center for Advancing Translational Sciences (NCATS).
TSG101-PTAP inh: blocks PTAP/TSG101 interaction to inhibit HIV-1 budding. Q99816. AID 493005. 340,000 tested, under 10 active. Potency, µM (doses to about 115 µM), for the others: at the top dose activity change, negative = inhibition, actives largely listed as inhibitors. Fluorescence polarization, FITC-PTAP peptide / Tsg101 binding; active means well fitted inhibition curve with a large enough effect in the main read-out, with a control signal flat, not every such curve was filed as active; inconclusive means small, poorly fitted or top-dose-only effect, or effect the other way, or a change in a side signal; inactive means no such curve, though single readings can be large or run the other way; further: potency means the concentration at half of the fitted maximal effect; % of control where 0% means no effect
Target sequence (Q99816 whole entry, looked up): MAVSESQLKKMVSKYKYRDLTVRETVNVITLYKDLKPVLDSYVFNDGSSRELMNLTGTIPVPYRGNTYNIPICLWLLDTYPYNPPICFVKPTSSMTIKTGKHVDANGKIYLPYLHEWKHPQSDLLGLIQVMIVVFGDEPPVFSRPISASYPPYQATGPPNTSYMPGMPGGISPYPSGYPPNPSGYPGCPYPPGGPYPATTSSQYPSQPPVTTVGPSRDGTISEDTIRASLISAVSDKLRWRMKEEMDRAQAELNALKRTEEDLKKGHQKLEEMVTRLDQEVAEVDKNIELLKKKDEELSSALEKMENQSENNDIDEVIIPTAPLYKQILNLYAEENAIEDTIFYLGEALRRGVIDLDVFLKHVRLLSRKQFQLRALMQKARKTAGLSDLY
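Fluorescence anisotropy tracks displacement of a FITC-tagged PTAP peptide (50 nM) from the Tsg101 binding domain (10 uM), following a 20 min room-temperature incubation at pH 7.5.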
MLL CXXC-DNA inh: blocks binding of human MLL CXXC domain to DNA; MLL-CXXC / FITC-HOXA9 DNA fluorescence polarization; Potency, µM (top dose mostly 115 µM), inactives show top-dose activity change, negative = inhibition, most hits filed as inhibitors; 290,000 tested, 0.037% active; AID 2662; active means well fitted inhibition curve with a large enough effect in the polarisation, with a control signal flat, not every such curve was filed as active; inconclusive means small, poorly fitted or top-dose-only effect, or effect the other way, or a change in a side signal; inactive means no such curve, though single readings can be large or run the other way; the % refers to the polarisation; further: potency means the concentration at half of the fitted maximal effect
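Fluorescence polarization: 7 uM MLL-CXXC (stock) preincubated 5 min with compounds, then 50 nM fluorescein-HOX-A9 DNA (stock) added; 30 min ambient. Buffer 50 mM Tris-HCl pH 7.5, 50 mM NaCl, 1 mM DTT, 0.05% BSA.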
ASM inhibitor: blocks human secretory acid sphingomyelinase. P17405. Potency, µM (titrated, usually from 57.5 µM), inactives show at the top dose activity change, negative = inhibition, most hits filed as inhibitors. placental ASM, HMU-PC fluorogenic substrate, 60 min. 340,000 tested, 0.006% active; further: potency means the concentration at half of the fitted maximal effect
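Fluorescence read-out (Ex 386 nm, Em 447 nm) after stopping the reaction at pH 10. Enzyme: ASM from human placenta; substrate HMU-PC0, 9 uM final; 60 min, 37 °C. Compound preincubation 10 min, ambient temperature.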
TCR activator: activates T cell receptor signaling. 330,000 tested, under 10 active. primary human leukocytes, anti-CD3, IL-2 HTRF, 48 h. Potency, µM (top dose mostly 9.22 µM), inactives show at the highest dose activation of IL-2 secretion, most hits filed as activators; further: % of control where 0% means no effect
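Primary human leukocytes incubated 48 hr with anti-CD3 beads plus compound, without co-stimulation. Secreted IL-2 measured by HTRF (europium cryptate/d2 anti-IL-2 pair, 320 nm excitation, 665 nm emission).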
Mito fusion act: mitochondrial division inhibition or fusion activation; S. cerevisiae fusion-defective mutant growth rescue, CellTiterGlo 48 h; Potency, µM (doses to about 46.1 µM), for inactives: at the top dose growth rescue (activation), usual class: activators; 320,000 tested, 0.23% active;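 further: potency means the concentration at half of the fitted maximal effect; % of control where 0% means no effect; nearly all actives have a fitted effect of over 45% in size; temperature-sensitive fusion mutants such as fzo1-1 at 37 °C on non-fermentable ethanol glycerol medium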
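Temperature-sensitive fusion-defective S. cerevisiae (e.g. fzo1-1, mgm1-5) were grown with compound in YPEG medium (3% ethanol, 3% glycerol) for 48 hours at 37C. Growth rescue was measured as viability by CellTiterGlo luminescence after 10 minutes at ambient.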
a7 integrin act: activators of alpha7 integrin expression for muscular dystrophy. alpha7betagal myoblasts, beta-gal FDG fluorescence, 48 h. Potency, µM (highest dose often 38.3 µM), for the others: at the top dose activation, hits mostly activators. 350,000 tested, 0.064% active;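 further: potency means the concentration at half of the fitted maximal effect; 100% = response of the positive control SU9516; nearly all actives have a fitted effect of over 60% in size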
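alpha7betagal+/- myoblasts (passage 13, 250/well) treated 48 h at 37C with compounds at 1:260 dilution of DMSO stock. Lysed, then beta-galactosidase activity read as FDG fluorescence (ex 480/em 540) after 30 min, with pre-read for autofluorescence.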
Menin-MLL TR inh: displaces Texas Red mutant MLL peptide from human menin. O00255. Menin + Texas Red MLL mutant peptide, fluorescence polarization. Potency, µM (series often up to 61.6 µM), without a hit: top-dose FP activity change, negative = inhibition, actives largely listed as inhibitors. 270,000 tested, 0.23% active; active means well fitted inhibition curve with a large enough effect in the polarisation, with a control signal flat, not every such curve was filed as active; inconclusive means small, poorly fitted or top-dose-only effect, or effect the other way, or a change in a side signal; inactive means no such curve, though single readings can be large or run the other way; the % refers to the polarisation; further: potency means the concentration at half of the fitted maximal effect; % of control where 0% means no effect; many of its hits are not listed in these tables
MBNL1 CUG block: inhibitors of human MBNL1 binding to CUG repeat RNA | TR-FRET MBNL1-His/biotin-(CUG)12 binding, 665/545 ratio | 280,000 tested, 0.036% active | AID 2675 | Potency, µM (doses to about 57.5 µM), without a hit: top-dose activity change, negative = inhibition, usual class: inhibitors; active means well fitted inhibition curve with a large enough effect in the signal ratio, with a control signal flat, not every such curve was filed as active; inconclusive means small, poorly fitted or top-dose-only effect, or effect the other way, or a change in a side signal; inactive means no such curve, though single readings can be large or run the other way; the % refers to the signal ratio; further: potency means the concentration at half of the fitted maximal effect; on the % scale 0 is the no-effect control and ±100 the full control effect
Target sequence (Q9NR56 whole entry, looked up): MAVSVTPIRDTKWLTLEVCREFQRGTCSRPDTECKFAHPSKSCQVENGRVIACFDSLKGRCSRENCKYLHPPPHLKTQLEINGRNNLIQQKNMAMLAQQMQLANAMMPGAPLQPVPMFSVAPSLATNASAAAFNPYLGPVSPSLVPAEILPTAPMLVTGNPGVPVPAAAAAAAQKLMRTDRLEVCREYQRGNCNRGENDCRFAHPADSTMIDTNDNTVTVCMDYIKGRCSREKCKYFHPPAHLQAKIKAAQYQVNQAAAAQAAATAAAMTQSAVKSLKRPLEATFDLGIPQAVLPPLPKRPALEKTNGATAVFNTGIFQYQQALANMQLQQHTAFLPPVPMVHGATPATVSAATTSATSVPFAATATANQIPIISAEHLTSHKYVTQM
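Compounds (final 92 nM to 58 uM) are added to His-tagged MBNL1 and biotin-(CUG)12, then terbium anti-His antibody and streptavidin-XL665 (5 nM final). After 60 min at room temperature, the 665/545 nm ratio is read.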
TSHR antag: human thyrotropin receptor antagonism. TSHR-expressing cells, TSH-stimulated cAMP HTRF, 2 h; active compounds read low. 330,000 tested, 0.2% active. activity change, negative = inhibition, % at 11.5 µM. AID 504810. P16473;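 active means activity change below a set negative limit, meaning inhibition stronger than a set level, cut at about -70% in these data; inconclusive means activity change between two set negative limits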; further: on the % scale 0 is the no-effect control and ±100 the full control effect
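Competitive HTRF cAMP read-out (cryptate anti-cAMP antibody, cAMP-d2; 30 min, room temperature) in freshly harvested TSHR cells. Compounds added before TSH at EC80 (4nM final), followed by 2 hours' incubation at 37 deg C.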
A-T KAP1 phos: potential ataxia-telangiectasia treatments restoring KAP-1 phosphorylation; Potency, µM (highest dose often 57.5 µM), without a hit: at the highest dose activation, actives largely listed as activators; 320,000 tested, 0.19% active; […] A-T fibroblasts, KAP-1 phosphorylation AlphaLISA; neocarzinostatin DNA damage 30 min before lysis; AID 485349; further: potency means the concentration at half of the fitted maximal effect; % of control where 0% means no effect; nearly all actives have a fitted effect of over 45% in size
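ATM-like activity read as KAP-1 phosphorylation via AlphaLISA donor/acceptor antibody pairs after lysis and 6 hr at 25C. Cells were ATM-null patient fibroblasts ([…], hTERT), dosed 60 min, then exposed to the DSB inducer NCS for 30 min.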
An asterisk follows results filed as active; ? = inconclusive; / = not tested or not shown; & = joins results of further samples; [ ] = remark or other dose. Unless noted, the call rests on the fitted dose curve; in most records, active means well fitted curve in the direction sought with a large enough effect; inconclusive means small, poorly fitted or top-dose-only effect, or another doubt; inactive means no such curve, though single readings can be large; an effect the other way counts as inactive or inconclusive.

SMILES	TSG101-PTAP inh	MLL CXXC-DNA inh	ASM inhibitor	TCR activator	Mito fusion act	a7 integrin act	Menin-MLL TR inh	MBNL1 CUG block	TSHR antag	A-T KAP1 phos
O=C(CN1C(=O)C2CCCN2c2ncc(Cl)cc21)NCc1ccc2c(c1)OCO2 (stereo not drawn)	-3%	-10%	7%	0%	9%	-12%	12%	39%[activator]	10	14%
CC12CCC(=O)N1C(C(=O)Nc1nc3ccc(S(C)(=O)=O)cc3s1)CS2 (stereo not drawn)	-8%	-1%	1%	-1%	4%	?	/	-11%	-3	2%
O=C(CSc1nnc(-c2ccccc2F)o1)NC1CCCCC1	-3%	6%	0%[11.5 µM]	0%	-11%	43%	2%	-2%	0	-2%
COc1ccc(N(C)C(=O)C2CCN(S(=O)(=O)c3cccc4nonc34)CC2)c(OC)c1	-11%	14%	-9%	-4%	6%	5%	-4%	?	-9	4%
CC(=O)Nc1cc(OC(C)=O)c2nonc2c1OC(C)=O	-5%	?	-1%	2%	-1%	-54%[inhibitor]	?	?	-74*	25%
CCOC(=O)c1[nH]c2ccc(OC)cc2c1NC(=O)CCN1CCCC(C)C1 (stereo not drawn)	1%	2%	70%[activator]	2%	0%	-14%	4%	-3%	-10	3%
O=C(O)/C=C/c1cnn(-c2ccccc2)c1	-7%	10%	1%	3%	-1%	-5%	-8%	-4%	2	1%
CSc1ccc(OC2CCN(Cc3ccccc3)CC2)cc1	-4%	14%	1%	-2%[46.1 µM]	24%	-26%	-7%	-5%	5	5%
Nc1nc(-c2ccc(Oc3ccccc3)cc2)cs1	?	10%	-3%	/	-18%	?	16%	11%	-17	3%
Cc1csc(NC(=O)c2cc3c(s2)CCCCC3)n1	-5%	8%	-2%	-9%	18%	19%	/	8%	-30	5%
O=C(CNS(=O)(=O)c1ccc(Br)s1)NCc1ccc(F)cc1	-1%	-11%	?	-4%	4%	-12%	?	-1%	9	-1%
NC(=O)c1nn(-c2ccccc2)nc1NC(=O)CSc1nnnn1-c1ccc(Cl)cc1	-1%	7%	-1%	-4%	9%	8%	7%	70%[activator]	-2	-10%
Cc1ncc([N+](=O)[O-])n1CCN1C(=O)c2ccccc2C1=O	-1%	31%	3%	-2%	5%	0%	5%	?	1	-2%
C/C(=N\Nc1nccnc1Cl)c1c(F)c(F)c(F)c(F)c1F	1%	3%	2%	-4%[46.1 µM]	-21%	-8%	-7%	8%[11.5 µM]	-3	-3%
COC(=O)Cn1c(CCS(=O)(=O)c2ccc(C)cc2)nc2ccccc21	-5%	0%	2%	2%	-6%	3%	1%	-11%	2	2%
CCC(CC)C(=O)Nc1nnc(-c2cccs2)s1	1%	-1%	12%	0%	-12%	6%	10%	12%	-7	22%
COc1cc(/C=C/C(=O)c2ccc(C)cc2)ccc1OCC#N	-7%	15%	12%	2%[46.1 µM]	-2%	-56%[inhibitor]	24%	/	-10	14%
COC(=O)c1c(-n2cnnn2)sc(C)c1C	-3%	7%	0%	4%	-1%	16%	-6%	-5%	37	6%
Cc1ccc(Cl)c(NC(=O)CN(C)CC(=O)Nc2ccc(F)c(F)c2F)c1Cl	-5%	0%	0%	-23%	8%	12%	-5%	-1%	-7	0%
CCC1CCCCN1C(=O)COC(=O)c1cc(C)nc2ccccc12 (stereo not drawn)	-1%	/	-1%	-11%	6%	-14%	/	/	-15	-2%
CCC(=O)NC(=S)Nc1ccc(NC(=O)c2ccccc2[N+](=O)[O-])cc1	-1%	8%	2%	-2%[46.1 µM]	-4%	-4%	1%	?	1	-2%
O=C1C(=O)N(Cc2cccnc2)C(c2cccc(Br)c2)/C1=C(/O)c1ccc2c(c1)OCO2 (stereo not drawn)	-4%	12%	-3%	-1%	-1%	23%	/	19%	70	14%
CCCCC1C(=O)CC[C@H]2[C@@H]1CC(=O)[C@@H]2C/C=C\CCCC(=O)O (stereo partly drawn)	-2%	5%	-4%	6%	-2%	/	-1%	-14%	-3	6%
O=C(Cn1nnc(-c2ccccc2-n2cnnn2)n1)NCc1ccccc1	-16%	7%	-3%	1%	0%	4%	0%	-5%	11	-8%
O=C(CNC(=O)c1ccc(Cl)cc1)OC1CCOC1=O (stereo not drawn)	-3%	1%	3%	-3%	4%	-4%	-16%	-1%	9	1%
NS(=O)(=O)c1ccc(NC(=O)Nc2ccc(S(N)(=O)=O)cc2)cc1	-3%	37%[activator]	-3%	5%	0%	8%	/	-3%	-2	-5%
Cc1cc(=O)oc2cc(NC(=O)C(C)Oc3ccccc3)ccc12 (stereo not drawn)	-1%	/	30%[activator]	-6%	13%	-1%	/	/	-2	2%
CN1CCc2cc(Cl)c(O)cc2[C@@H](c2ccccc2)C1	-1%	8%	-9%	-2%	-8%&1%	/	-5%	-14%	-8&4	/
CCOC(=O)Nc1ccc2c(c1)nc(CN1CCCCC1)n2C	/	-2%	/	/	2%	/	-14%	-5%	-1	-1%
O=C(C1CCN(C2CC(=O)N(Cc3ccccc3)C2=O)CC1)N1CCCCCC1 (stereo not drawn)	1%	-2%	0%	6%	-13%	-19%	-2%	-6%	22	7%
Clc1ccc(CSc2nnc(-c3cccnc3)n2Cc2ccco2)c(Cl)c1	-7%	-17%	3%	/	14%	5%	0%	1%	11	17%
CCC(=O)NC(c1ccc(C)cc1)c1cc(Cl)c2cccnc2c1O (stereo not drawn)	-1%	/	4%	-2%	/	/	/	/	40	9%
Cc1nc(-c2ccc(NC(=O)CC(C)C)cc2)cs1	0%	8%	1%	5%[46.1 µM]	0%	13%	-1%	-20%	-1	-1%
CCO[C@@H]1OC(C(=O)NCc2ccccc2)=C[C@H](C2CC2)[C@H]1CCCO	4%	-13%	4%	-17%	2%	21%	?	3%	-1	/
Cc1cccc(NC(=S)NC(=O)C2CC2)c1	/	-3%	/	/	-7%	/	/	-4%	16	3%
Cn1c(CNC(=O)C2CCCCC2)cc2ccccc21	-1%	5%	-1%	0%	4%	6%	-11%	-2%	-4	-3%
CCOc1ccc(CCNC(=O)C2CCN(S(=O)(=O)c3ccc(C)cc3)CC2)cc1OCC	/	11%	-1%	2%	2%	-10%	/	0%	7	-7%
COc1ccc(CNC(=O)c2cc3c(s2)CS(=O)C3)cc1 (stereo not drawn)	-1%	-7%	1%	1%	-2%	22%	8%	12%	2	-3%
CCn1cnc2cc(NCc3ccc(Br)cc3)ccc21	-3%	7%	-1%	1%	-4%	-32%	3%	6%	-3	-3%
Cc1ccc(S(C)(=O)=O)cc1S(=O)(=O)Nc1ccccc1	-2%	-7%	3%	-1%[46.1 µM]	-4%	-3%	-2%	/	-6	0%
Cc1ccc(NC(=O)C2CCN(S(=O)(=O)c3ccc4c(c3)NC(=O)C(C)S4)CC2)cc1C (stereo not drawn)	-2%	15%	-18%	-4%	0%	-45%	/	0%	-30	-9%
Cc1ccc(C)c(N2N=C(C(=O)OCc3nnc(-c4ccccc4)o3)CCC2=O)c1	-4%	/	-1%	-27%	-2%	17%	/	/	22	-2%
CC(C)=C(NC(=O)c1ccccc1)C(=O)Nc1ccc(C(=O)O)cc1	-4%	11%	4%	-1%	-3%	2%	/	-3%	2	4%
CC(=O)NC1C(=O)Nc2c(C)cc(C)cc21 (stereo not drawn)	-3%	-3%	2%	0%	0%	-1%	0%	9%	4	-3%
Cc1ccc2nc(C)cc(C(=O)OCC(=O)Nc3c(C)n(C)n(-c4ccccc4)c3=O)c2c1	-5%	-2%	4%	7%	-17%	-26%	-12%	?	-13	1%
N/C(=N\OS(=O)(=O)c1ccccc1)c1ccncc1	-4%	-6%	0%	3%	-3%	-5%	-7%	-2%	-1	4%
Cc1[nH]c2ccc(OCc3ccccc3)cc2c1CCN1C(=O)OC(C)(C)C1(C)O (stereo not drawn)	0%	4%	-9%	3%	0%	5%	2%	1%	-3	9%
Cc1ccc(S(=O)(=O)NOCc2ccccc2)cc1	1%	/	1%	0%[46.1 µM]	/	-1%	/	/	-6	17%

Some of the compounds tested; rates above refer to the full screens.
